# High-throughput results deposited in PubChem by Broad Institute.
# INS-1E GSIS act: primary screen for activators of insulin secretion dependent on glucose, INS-1E cells, GLuc reporter luminescence. INS-1E GLuc reporter insulin secretion, 2-3 h. activation, % at 16.6 µM. 0.61% of 370,000 active;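 active = lowest replicate activation of at least 40%, so every replicate reaches that level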;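 note: 0% = median of neutral control wells and 100% = median of IBMX positive control wells; some compounds called inactive have numbers as strong as hits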
# F508del corr: CFTR F508del correction in bronchial cells | CFBE cells, YFP halide quenching; stimulated with forskolin plus potentiator P3; % fluorescence drop versus neutral controls | activity (quench increase), % at 7.58 µM | 0.36% of 350,000 active | AID 720511;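 active = mean added fluorescence quench of at least 8% versus neutral control, with both replicates also reaching 8%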;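 note: cells transiently co-express mutant CFTR-F508del with the halide-sensitive YFP; corrector assay measuring rescue of mutant channel to the surface after 24 h compound exposure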
# RAD52 anneal inh: inhibitors of human RAD52 DNA annealing; P43351; recombinant RAD52 DNA annealing, FRET fluorescence; inhibition, % at 18.7 µM; 0.46% of 360,000 active;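 active = every replicate showing at least 50% inhibition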
# ARNT TACC3 PPI: disruptors of human ARNT/TACC3 interaction; AlphaScreen His-ARNT PAS-B/GST-TACC3 binding, luminescence; TACC3 fragment carries E629A point mutation; inhibition, % at 9.99 µM; 0.66% of 390,000 active;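 active = mean inhibition of replicates at least 50% and at least half of replicates each reaching 50%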;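 note: 0% = complete ARNT plus TACC3 wells and 100% = ARNT alone without TACC3; many hits fall short of the cut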
# esBAF inh: blocks esBAF chromatin remodeling in mouse ES cells. reporter increase, % at 12.5 µM. AID 602393. Bmi1-luciferase knock-in reporter, 24 h; 100% = twice the neutral-well signal. 2% of 350,000 active; in the data active = activation above about 40%;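 note: 0% = median of the plate's neutral control wells and 100% = double that signal; a rise in the Bmi1 reporter signal indicates esBAF inhibition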
# ERAP1 inh: ERAP1 (human) enzyme inhibition; Q9NZ08; recombinant ERAP1, Leu-AMC fluorescence, 60 min; inhibition, % at 10.7 µM; 0.15% of 340,000 active;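 active = mean replicate inhibition of at least 30%, or all replicates individually reaching that 30% level; inactive = mean below 30% and not every replicate reaching it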;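 note: 0% = neutral control wells and 100% = L-leucinethiol positive control wells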
# Xi reactivation: X-chromosome reactivation activator | activation, % at 7.58 µM | XiGFP mouse fibroblasts, % GFP-positive cells imaging, 3 d; cells co-treated with 5-aza-dC sensitizer; scaled so ellipticine positive control = 100% | 0.055% of 360,000 active;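 active = mean normalized replicate activation at least 10% and every replicate at or above 10%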;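 note: 0% = median of on-plate neutral control wells and 100% = ellipticine 6 µM median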
#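 System: SV40-immortalized XiGFP fibroblast cells, line 68-5-11 / Incubation: 3-day compound exposure, then 15 min fixation at room temperature / Compound: single concentration per compound, delivered by pin transfer / Buffer or medium: DMEM plus 5-aza-dC sensitizer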
# RAD54 inh: blocks human RAD54 Holliday junction branch migration | Q92698 | FAM/BHQ fluorescence | inhibition, % at 10.4 µM | 0.14% of 360,000 active;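 active = mean normalized replicate activity at least 40 and at least half of replicates scoring 40 or more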;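 note: 0% = median of neutral control wells and 100% = median of positive control wells; inhibitors cause a drop in the FAM fluorescence signal; in these data hits start at about 50%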
# Target sequence (Q92698 whole entry, looked up): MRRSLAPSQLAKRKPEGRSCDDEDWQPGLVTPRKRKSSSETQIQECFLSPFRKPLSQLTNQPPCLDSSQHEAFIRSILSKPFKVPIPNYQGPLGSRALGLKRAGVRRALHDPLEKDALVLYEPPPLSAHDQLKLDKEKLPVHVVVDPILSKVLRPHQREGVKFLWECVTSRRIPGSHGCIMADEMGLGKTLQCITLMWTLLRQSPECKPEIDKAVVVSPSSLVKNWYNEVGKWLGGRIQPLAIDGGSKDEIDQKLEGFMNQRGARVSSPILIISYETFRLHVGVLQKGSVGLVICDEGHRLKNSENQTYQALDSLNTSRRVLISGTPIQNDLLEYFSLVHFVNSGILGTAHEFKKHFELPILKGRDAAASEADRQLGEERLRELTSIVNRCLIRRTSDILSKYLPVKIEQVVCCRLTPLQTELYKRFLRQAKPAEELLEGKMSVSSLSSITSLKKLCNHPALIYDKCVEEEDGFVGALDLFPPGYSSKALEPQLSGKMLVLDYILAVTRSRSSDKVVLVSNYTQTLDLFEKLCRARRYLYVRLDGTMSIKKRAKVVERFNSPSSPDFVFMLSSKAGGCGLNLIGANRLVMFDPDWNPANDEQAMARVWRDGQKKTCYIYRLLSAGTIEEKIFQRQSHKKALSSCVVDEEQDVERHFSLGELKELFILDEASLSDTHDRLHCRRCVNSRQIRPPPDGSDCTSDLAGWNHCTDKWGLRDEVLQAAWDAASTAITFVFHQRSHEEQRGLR
# The depositor's hits bear a star; x = no result given; & = joins results of further samples.
SMILES,INS-1E GSIS act,F508del corr,RAD52 anneal inh,ARNT TACC3 PPI,esBAF inh,ERAP1 inh,Xi reactivation,RAD54 inh
C[C@@H]1CN([C@H](C)CO)C(=O)c2cc(NC(=O)Nc3cccc4ccccc34)ccc2O[C@H]1CN(C)C,24,-0.2,4,-1,-4,6,-0.7,7
O=C(C[C@@H]1C[C@@H]2c3cc(NC(=O)NC4CCCC4)ccc3O[C@@H]2[C@@H](CO)O1)NCc1ccccc1,4,-3.5,16,-22,-7,-4,0.1,-11
O=C(CN1CCc2ccccc21)NC(c1ccccc1)c1ccccc1,7,0.6,-11,-1,x,2,0.0,5
COc1ccc(-n2c(SCC(=O)NCC3CCCO3)nc3c(c2=O)SCC3)cc1OC (stereo not given),24,1.2,-8,-4,x,-1,0.1,10
Cc1c(C)c2ccc(OCC(=O)NC(Cc3ccc(Cl)cc3)C(=O)O)cc2oc1=O (stereo not given),3,-0.4,-7,-10,6,3,x,-9
C[C@H](CO)N1C[C@H](C)[C@@H](CN(C)CC2CCCCC2)Oc2ccc(NC(=O)c3ccncc3)cc2C1=O,-1,0.5,5,-7,-8,1,-0.2,12
Cc1ccc(S(=O)(=O)N2C[C@@H](O)COC[C@H]3O[C@H](CC(=O)NCCN4CCCCC4)CC[C@@H]32)cc1,12,0.7,11,-2,0,1,-0.1,2
COc1cc(C(=O)NCCCN2CCCC2=O)ccc1OCc1ccc(Cl)cc1Cl,-9,-1.4,-17,-2,3,1,0.0,-13
C/C(=N\NC(=O)c1cccc(S(=O)(=O)N2CCCC2)c1)c1ccc(OCC(=O)N(C)C)cc1,0,0.5,-6,1,0,-2,0.2,2
COc1ccc(CN(C)C[C@@H]2Oc3ccc(NC(=O)Nc4ccc5c(c4)OCO5)cc3CC(=O)N([C@@H](C)CO)C[C@@H]2C)cc1,-19,-0.9,18,x,-3,x,0.2,19
O=C(O)Cc1ccc(O)c(F)c1,10,-6.4,-11,-8,2,1,0.0,4
C[C@@H]1C=C(C(=O)N2CCOCC2)O[C@H](OCc2ccc(CO)cc2)C1,-1,2.2&2.4,6&-12,-6&-34,-3,-1&-4,-0.3,1&7
CCOc1ccccc1OCCCC(=O)Nc1cc(S(=O)(=O)N2CCCCC2)ccc1C,x,1.2,-24,x,1,0,0.1,5
Cc1ccc(-c2nn(-c3ccccc3)cc2/C=N/NC(=O)c2ccncc2)o1,-2,-2.4,-15,1,x,-4,0.0,x
COc1ccc(-c2noc(CNS(=O)(=O)c3ccc(NC(C)=O)cc3)n2)cc1OC,-2,-0.6,-7,1,-6,0,0.0,11
O=[N+]([O-])c1cccc(S(=O)(=O)[N-]c2nc3ccccc3nc2-n2cc[n+](Cc3ccccc3)c2)c1,2,1.7,2,-12,x,2,0.2,-4
O=C(NC1CCCCC1)N1C[C@@H]2N[C@H](C1)C2c1ccc(-c2cccc(F)c2)cc1 (stereo not given in full),-6&9,-1.1&-0.5,32&45,x,x,1&2,0.1&0.1,x
CCOCCCNC(=O)CN1C(=O)CSc2cc(S(=O)(=O)N3CCCCCC3)ccc21,-5,0.7,-4,1,6,-5,x,-3
Cc1cccc(C(=O)OCC(=O)c2ccc(CC(=O)N3CCOCC3)s2)c1C,4,1.9,-36,-11,-1,2,0.3,-7
C[C@@H]1CCCCO[C@H](CN(C)C)[C@H](C)CN([C@H](C)CO)C(=O)c2cc(NC(=O)Nc3ccccc3)ccc2O1,-1,-0.4,x,x,-2,x,-0.8,x

# Some of these compounds in order of the ERAP1 inh value, rising.
smiles	ERAP1 inh
CCOCCCNC(=O)CN1C(=O)CSc2cc(S(=O)(=O)N3CCCCCC3)ccc21	-5
Cc1ccc(-c2nn(-c3ccccc3)cc2/C=N/NC(=O)c2ccncc2)o1	-4
COc1ccc(-c2noc(CNS(=O)(=O)c3ccc(NC(C)=O)cc3)n2)cc1OC	0
O=C(O)Cc1ccc(O)c(F)c1	1
O=[N+]([O-])c1cccc(S(=O)(=O)[N-]c2nc3ccccc3nc2-n2cc[n+](Cc3ccccc3)c2)c1	2

# (next part)
SMILES,INS-1E GSIS act,F508del corr,RAD52 anneal inh,ARNT TACC3 PPI,esBAF inh,ERAP1 inh,Xi reactivation,RAD54 inh
Cc1cc(=O)n(Cc2ccccc2)c2c(C)cccc12,12,0.6,4,-15,0,1,0.1,-6
Cc1ccccc1C(=O)NNC(=O)c1cc(S(=O)(=O)N2CCOCC2)ccc1C,9,-1.0,-1,x,-1,2,0.0,-6
COc1ccc(C2CC(c3cccs3)n3nc(N)nc3N2)cc1 (stereo not given),7,4.7,-37,x,4,-5,0.1,-9
CSc1nnc(NC(=O)c2nc(S(=O)(=O)Cc3cccc(C)c3)ncc2Cl)s1,-2,3.8,2,3,-25,1,0.7,6
CCS(=O)(=O)N1CCCCN2[C@H](CO)[C@H](c3ccc(C4=CCCC4)cc3)[C@H]2C1,-10,1.3,9,-3,-3,1,0.1,-2
O=C1NC(=O)N(C2CCCCC2)CC1Br (stereo not given),-5,-2.6,-78,15,-4,2,-0.1,4
O=C(Nc1ccc(S(=O)(=O)N2CCCCC2)cc1)c1cccnc1Cl,-12,0.8,-5,-4,-3,3,0.1,x
COc1ccc(C(=O)NCC(=O)N/N=C/c2cn[nH]c2-c2ccccc2)cc1,-7,2.9,-12,9,4,-1,0.1,0
C[C@@H]1CCCCO[C@H](CN(C)Cc2ccncc2)[C@@H](C)CN([C@H](C)CO)C(=O)c2cc(NC(=O)C3CCCCC3)ccc2O1,35,-6.3,1,-9,0,2,0.3,1
O=C(Nc1ccn(CCCNCc2ccccc2)c(=O)n1)OCc1ccccc1,-50,-2.1,-13,4,-5,-1,-0.1,8
Cc1noc(C)c1NC(=O)N(C)C[C@@H]1OCCCC[C@@H](C)Oc2ccc(NS(=O)(=O)c3cn(C)cn3)cc2C(=O)N([C@H](C)CO)C[C@H]1C,1,3.8,x,-9,-5,x,-0.2,-5
CO[C@H]1CN(C)C(=O)c2cc(NC(=O)c3ccccc3F)ccc2OC[C@H](C)N(CC2CC2)C[C@H]1C,-2,-0.7,0,21,4,-4,-0.4,5
CCOc1ccccc1NC(=O)CCC(=O)Nc1nnc(C2CCCCC2)s1,7,-0.9,-8,-7,-5,2,0.1,-3
Cc1ccc(S(=O)(=O)Nc2nc(-c3ccccc3)cs2)cc1,-6,1.3,-13,-10,2,3,0.1,3
CCOc1ccc(OCC(=O)Nc2cc(Cl)ccc2-n2cncn2)cc1,x,-1.1,-17,x,8,-2,0.2,0
COc1cccc(-c2ccc3c(c2)[C@H]2[C@H](CCN2C(=O)C2CCCC2)[C@H](CO)N3)c1,3,2.8,3,x,x,-2,-0.1,x
O=S(=O)(NCCNc1ncc(C(F)(F)F)cc1Cl)C(F)(F)F,-18,2.8,-3,4,x,5,0.2,x
O=C(Nc1ccc(Cl)c(S(=O)(=O)N2CCOCC2)c1)c1cc(-c2ccccn2)nc2ccccc12,-11,-1.6,-6,1,-7,1,0.1,10
C[C@@H]1CCCCO[C@@H](CN(C)S(=O)(=O)c2cccs2)[C@@H](C)CN([C@@H](C)CO)C(=O)c2cc(NC(=O)Cc3ccccc3)ccc2O1,-17,1.7,x,4,11,x,0.1,1
NC(=O)Nc1ccccc1C(=O)N1CCC(O)(c2ccc(Cl)cc2)CC1,11,x,x,x,13,x,0.2,3
O=C(Nc1ccc2c(c1)[C@H]1C[C@H](CC(=O)N3CCc4ccccc4C3)O[C@@H](CO)[C@H]1O2)c1ccc2c(c1)OCO2,-10,-0.9,-4,8,22,1,0.0,-5
Cc1ccc(-c2nc(SCC(=O)c3c(N)n(C)c(=O)n(C)c3=O)n[nH]2)cc1,4,3.2,-18,9,x,-3,-0.1,x
C[C@]12CCC3C4(C=CC5(C=C4C(=O)C4CCCCC4)C[C@@H](O)CC[C@]35C)C1CC[C@@]2(O)CN1CCC(n2c(=O)[nH]c3ccccc32)CC1 (stereo not given in full),x,-4.3,-4,-5,x,0,x,15
C/C=C(\C)C(=O)NCCN1C2=NC[C@H](Cc3ccccc3)N2C[C@@H]1Cc1ccc(OC)cc1,x,1.7,8,7,6,1,0.0,-6
O=C(CC1C(=O)NCCN1C(=O)Nc1ccc(F)cc1)Nc1ccc(F)cc1 (stereo not given),x,1.5,0,2,6,-3,0.0,8
CC(=O)N1CCC(N(C(=O)Nc2ccc(Cl)cc2)C(C)C)CC1,-18,1.6,-12,-8,x,-1,-0.1,3
COc1ccc(CN2[C@@H](CC(=O)O)c3ccc(C(F)(F)F)cc3S2(=O)=O)cc1,0,3.2,-25,x,x,1,0.1,x
CN1C(=O)c2cc(NC(=O)c3cccc(F)c3)ccc2OC[C@@H]2O[C@H](CC(=O)NCc3ccccc3)CC[C@H]21,-6,0.0,x,0,-3,x,0.5,-2
CCN(C[C@H]1[C@H](c2ccccc2)[C@@H](CO)N1CC1CC1)C(=O)c1ccccn1,-1,-1.2,-18,8,-3,-3,0.0,-2
CCCCN(C(=O)CCC(=O)Nc1cc(C)on1)C(C(=O)NC1CCCC1)c1cccc(OC)c1 (stereo not given),3,-1.3,-4,x,-2,0,0.0,4
Cc1ccc(S(=O)(=O)NCC[C@@H]2CC[C@@H](NC(=O)Nc3cccc(F)c3)[C@@H](CO)O2)cc1,-2,-1.1,9,6,-5,-4,0.7,-11
C[C@@H]1CN([C@H](C)CO)C(=O)c2cccc(NS(C)(=O)=O)c2O[C@H]1CN(C)Cc1ccncc1,5,3.3,-11,-2,-2,-1,0.2,2
O=S(=O)(NCc1ccc(Cl)cc1)NCc1ccccc1F,5,-0.9,-10,x,-2,-4,0.3,2
Cc1cc(-c2nnc(CCC(=O)NC(Cc3ccccc3)c3ccccc3)o2)no1 (stereo not given),1,x,x,x,5,x,0.1,5
C[C@H](CO)N1C[C@H](C)[C@H](CN(C)C(=O)Nc2ccnc(N3CCOCC3)c2)OCc2ccccc2-c2c(n(C)c3ccccc23)C1=O,-7,2.8,5,x,x,0,-0.4,x
COc1ccc(NC(=O)N(C)C[C@@H]2Oc3ccc(NS(=O)(=O)c4c(C)noc4C)cc3C(=O)N([C@H](C)CO)C[C@H]2C)cc1,-2,0.4,-3,-4,-1,1,0.0,6
Cc1cc(F)ccc1S(=O)(=O)Nc1ccc(C(=O)N2CCCCCC2)cc1,x,0.3,-15,-15,0,-4,0.0,6
c1csc(-c2nnc(COc3ccc4c(c3)OCO4)o2)c1,4,1.3,-11,5,x,0,0.2,x
O=C(c1cccnc1)N1CCCCN2[C@@H](CO)[C@@H](c3ccc(C#Cc4cccnc4)cc3)[C@@H]2C1,8,-0.8,x,2,x,x,0.3,-4
Cc1ccc2c(c1)N(CC(=O)N1CCCC1)C(=O)CO2,16,1.1,-3,-4,3,0,0.0,-8
C[C@H](CO)N1C[C@H](C)[C@@H](CN(C)Cc2ccccc2)Oc2ccc(NS(=O)(=O)c3ccc(Cl)cc3)cc2C1=O,-9,-1.1,1,4,-5,2,-0.5,6
Cc1c(Cl)cccc1NC(=O)Cc1cccs1,0,2.2,7,-6,-2,0,0.0,-1
Cc1ccccc1NC(=O)/C=C/c1cccs1,-2,-3.5,-15,3,x,2,-0.1,x
COc1ccc(/C=C/C(=O)N(C)Cc2cccs2)cc1S(=O)(=O)N1CCOCC1,-2,-1.2,-10,0,6,1,0.0,0
O=C(COc1ccc(Cl)cc1)OCc1csc(Nc2ccccc2)n1,0,x,x,0,2,x,0.0,-3

# Three entries from above, arranged by count of non-hydrogen atoms, low to high.
SMILES,INS-1E GSIS act,F508del corr,RAD52 anneal inh,ARNT TACC3 PPI,esBAF inh,ERAP1 inh,Xi reactivation,RAD54 inh
Cc1c(Cl)cccc1NC(=O)Cc1cccs1,0,2.2,7,-6,-2,0,0.0,-1
O=C(COc1ccc(Cl)cc1)OCc1csc(Nc2ccccc2)n1,0,x,x,0,2,x,0.0,-3
COc1ccc(/C=C/C(=O)N(C)Cc2cccs2)cc1S(=O)(=O)N1CCOCC1,-2,-1.2,-10,0,6,1,0.0,0
